Diaph inh CS – diaphorase inhibition or chemical oxidation counter-screen. diaphorase resazurin-to-resorufin fluorescence, NADH, 16 min; bacterial (C. kluyveri) enzyme, not human. inhibition, % at 20 µM. 190,000 compounds, 0.69% hits. AID 1217;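 active = primary screen inhibition at 20 µM above a set limit, cut at about 50% in these data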;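 note: plate controls were DMSO with full reaction for no effect and wells lacking NADH for full effect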
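Test system: diaphorase enzyme from Clostridium kluyveri; amount: diaphorase at 0.14 U/mL in enzyme working solution; detection: fluorescence of resorufin formed from resazurin, Ex 544/Em 590 nm; times: reaction incubation of 16 min at room temperature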
TLR4-MyD88 BLA – inhibitors of human TLR4-MyD88 binding; 200,000 compounds, 0.18% hits; HeLa CL3-4 TLR4/MyD88 BLA complementation, FRET ratio; inhibition, % at 8.4 µM; AID 861; O00206+Q99836; in the data active = inhibition above about 25%;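 note: 0% = vehicle and 100% = reference inhibitor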
Target sequence (O00206 whole entry, looked up): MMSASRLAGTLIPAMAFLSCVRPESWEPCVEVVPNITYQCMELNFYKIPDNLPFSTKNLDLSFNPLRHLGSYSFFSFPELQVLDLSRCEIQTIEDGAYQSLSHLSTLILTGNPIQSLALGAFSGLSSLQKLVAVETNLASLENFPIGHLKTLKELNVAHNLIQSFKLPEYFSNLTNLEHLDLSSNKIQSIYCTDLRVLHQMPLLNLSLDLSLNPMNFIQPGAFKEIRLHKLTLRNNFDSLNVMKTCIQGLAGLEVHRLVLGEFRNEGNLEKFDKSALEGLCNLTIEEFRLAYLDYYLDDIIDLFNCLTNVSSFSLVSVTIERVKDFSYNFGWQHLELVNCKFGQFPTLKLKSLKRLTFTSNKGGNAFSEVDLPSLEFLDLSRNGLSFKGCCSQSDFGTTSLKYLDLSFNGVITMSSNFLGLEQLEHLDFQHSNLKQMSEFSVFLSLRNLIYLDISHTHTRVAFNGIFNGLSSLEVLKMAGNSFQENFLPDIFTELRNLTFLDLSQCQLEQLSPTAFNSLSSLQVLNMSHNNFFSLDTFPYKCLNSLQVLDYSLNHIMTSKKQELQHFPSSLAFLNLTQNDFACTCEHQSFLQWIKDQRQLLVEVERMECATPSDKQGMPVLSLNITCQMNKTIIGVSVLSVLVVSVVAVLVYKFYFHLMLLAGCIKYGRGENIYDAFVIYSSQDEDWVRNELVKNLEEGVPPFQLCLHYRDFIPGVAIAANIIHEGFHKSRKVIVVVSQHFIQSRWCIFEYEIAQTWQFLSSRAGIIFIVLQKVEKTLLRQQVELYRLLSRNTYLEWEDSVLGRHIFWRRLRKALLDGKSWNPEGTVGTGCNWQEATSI
Target sequence (Q99836 whole entry, looked up): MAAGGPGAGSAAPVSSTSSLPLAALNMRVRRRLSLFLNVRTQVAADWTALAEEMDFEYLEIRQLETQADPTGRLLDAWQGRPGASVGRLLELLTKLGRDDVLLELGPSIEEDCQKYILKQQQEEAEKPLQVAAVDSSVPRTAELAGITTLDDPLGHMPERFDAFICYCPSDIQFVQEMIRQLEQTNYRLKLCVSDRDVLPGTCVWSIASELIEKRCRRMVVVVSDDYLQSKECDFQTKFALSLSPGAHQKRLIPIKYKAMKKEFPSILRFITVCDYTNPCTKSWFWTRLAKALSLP
G6PDH CS – inhibits Leuconostoc G6PDH, flagging false hits in G6PDH-based assays; 200,000 compounds, 0.12% hits; Purified L. mesenteroides G6PDH, diaphorase/resazurin coupled fluorescence, 45 min; inhibition, % at 5 µM; in the data active = inhibition above about 50%
STAT1 blocker – STAT1 signaling inhibition; inhibition, % at 5.5 µM; 200,000 compounds, 0.35% hits; NIH 3T3 STAT1-luciferase reporter, IFN-gamma, luminescence;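 active = inhibition above a set limit, the mean inhibition across all tested compounds plus 3 SD, cut at about 34% in these data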;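 note: 0% = IFN-gamma with DMSO and 100% = IFN-gamma with 300 µM nifuroxazide; values of inactives mirror those of a sister screen read the other way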
APP transl inh – APP translation inhibition; inhibition, % at 2 µM; AID 1285; 190,000 compounds, 0.82% hits; SH-SY5Y APP 5'UTR-luciferase reporter, luminescence;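 active = inhibition above a set limit, derived from the sample mean plus 3 SD, cut at about 45% in these data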; note: values of inactives mirror those of a sister screen read the other way
STAT3 act – activators of IL-6 induced STAT3 signaling; U3A cells, IL-6 STAT3-luciferase reporter, luminescence; 100% = signal with IL-6 EC80 alone; activation (% of control), % at 5.6 µM; 190,000 compounds, 0.91% hits; AID 871;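 active = activation above the screen-wide mean of compound activation plus 3 SD, cut at about 130% in these data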;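 note: 0% = background luminescence of wells with medium and substrate only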
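Test system: STAT3-luciferase reporter U3A cells; Detection: reporter luminescence signal; Times: 1 h compound pre-exposure, 6 h IL-6 stimulation, 37 °C; Benchmarks: IL-6-only high control; Also added: IL-6 stimulus at 33 ng/mL final.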
Hsp70 act – switches on Hsp70 transcription | HeLa Hsp70 promoter luciferase reporter, luminescence; scaled: vehicle 0, proteasome-inhibitor control 100% | activation, % at 10 µM | 200,000 compounds, 0.04% hits | AID 1203;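 active = activation above the mean across all tested compounds plus 3 SD, cutoff set per campaign, cut at about 5.5% in these data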;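 note: 100% = MG132 at 30 µM as the positive control and 0% = DMSO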
STAT1 activator – increases IFN-gamma driven STAT1 reporter signal. NIH 3T3 STAT1-luciferase reporter, luminescence; 100% = IFN-gamma alone, no compound. 200,000 compounds, 2.6% hits. AID 932. activation (% of control), % at 5.5 µM;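 active = activation above the screen-wide mean activation plus 3 SD, cut at about 130% in these data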;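 note: raw ratio to IFN-gamma control signal so 100% means no change and 0% no light; values of inactives mirror those of a sister screen read the other way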
STAT3 blocker – STAT3 signaling inhibition; inhibition, % at 5.5 µM; U3A cells, IL-6 STAT3-luciferase reporter, luminescence; host cell line lacks STAT1; 190,000 compounds, 0.89% hits;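 active = inhibition above the mean inhibition across all screened compounds plus 3 SD, cut at about 44% in these data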;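 note: 0% = DMSO only wells and 100% = 100 µM nifuroxazide control wells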
Diaph act CS – activates diaphorase or chemically reduces, flagging diaphorase assay artifacts. Diaphorase/resazurin coupled assay, resorufin fluorescence, 16 min; stronger effect = higher value; 1 = vehicle wells, 0 = NADH-free wells. activation factor at 20 µM. 190,000 compounds, 0.005% hits. AID 1229;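 active = diaphorase activity raised at least twofold by the compound at 20 µM; inactive = activation factor below 2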
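Measured by – red resorufin fluorescence at 544/590 nm excitation/emission · Test system – Clostridium kluyveri diaphorase, purified enzyme · Incubation – reaction time 16 min, room temperature · Buffer or medium – 50 mM HEPES pH 7.4 with 4.542 mM MgCl2, 0.005% Tween 20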
* = called active by the depositor; x = not tested or not shown.

smiles	STAT3 blocker	STAT3 act	STAT1 blocker	Diaph inh CS	Diaph act CS	TLR4-MyD88 BLA	APP transl inh	STAT1 activator	G6PDH CS	Hsp70 act
O=Cc1ccc(Oc2cc(-c3ccccc3)nc(-c3ccccc3)n2)cc1	0	99	1	13	0.9	5	8	100	-13	-0.2
COc1cccc(N2CCN(c3ncccn3)CC2)c1	13	95	-18	19	0.8	10	-43	116	14	-0.4
CCOC(=O)c1[nH]c(C)c(C(=O)NC2CCCC2)c1C	12	97	-6	23	0.8	5	-5	106	1	0.1
CCOc1cc2[nH]c(=O)n(CCCC(=O)N(C)Cc3ccccc3)c(=O)c2cc1OCC	-3	108	-5	5	0.9	-4	-1	104	-1	0.2
COc1cccc(NS(=O)(=O)c2cc(C)ccc2OC)c1	0	103	-2	2	1	9	-8	107	9	0.0
CCNS(=O)(=O)c1c(C)cc(N2CCCC2=O)cc1C	2	101	-1	14	0.9	-6	-9	100	0	0.0
O=C(c1ccc(Cl)cc1)c1oc2ccccc2c1CS(=O)(=O)c1ccccc1	17	91	5	6	0.9	1	2	95	6	-0.4
O=C(Nc1ccc(O)cc1)c1cc(S(=O)(=O)N2CCCC2)ccc1Cl	10	93	3	24	0.8	-9	7	97	5	-0.1
COCCNCc1ccccc1	-8	105	-4	-1	1	7	-6	104	-1	0.1
COc1cc(NC(=O)c2ncn[nH]2)cc(OC)c1OC	2	101	2	-7	1.1	1	2	99	7	-0.2
Cc1ccc(C(C)(C)C)c(OCCOCCN2CCCC2)c1	2	96	4	18	0.8	-7	6	97	-2	-0.4
Cn1cc(C(=O)N2CCc3ccccc3C2)c(=O)c2cc(S(=O)(=O)N3CCCCC3)ccc21	4	104	-7	12	0.9	8	-23	106	-2	-0.1
CC(C)(C)C(=O)N1CCCC1C(=O)O (configuration not stated)	13	94	-1	4	1	3	-9	101	6	-0.1
CCc1ccc2nc(N3CCN(C)CC3)c(C#N)cc2c1	10	97	-11	5	0.9	-4	-12	110	0	-0.3
O=C(Nc1nn[nH]n1)c1cccc([N+](=O)[O-])c1	0	102	-4	0	1	-9	-20	104	13	0.0
CC(C)c1ccc(-c2csc(NC(=O)c3cccs3)c2C(=O)O)cc1	8	103	-25	46	0.5	4	-8	122	0	0.3
O=C(Nc1cccnc1)C1CC(c2ccc(Cl)c(Cl)c2)=NO1 (configuration not stated)	8	96	-5	13	0.9	-1	-7	104	-20	-0.2
C/C(=N/NC(=O)c1sc(NS(=O)(=O)c2ccc(C)cc2)nc1C)c1sc(N)nc1C	-2	103	-2	9	0.9	5	21	99	13	-0.4
Cc1cc(NC(=O)c2noc3c2CCCCC3)no1	16	90	-24	7	0.9	-7	-31	122	10	-0.1
Cc1cccc(N2CCN(C(=O)C3CCN(S(=O)(=O)c4cccc5cccnc45)CC3)CC2C)c1 (configuration not stated)	x	x	x	16	0.8	x	14	x	2	x

In a second layout: entries from further up
Each structure is followed by: STAT3 blocker, STAT3 act, STAT1 blocker, Diaph inh CS, Diaph act CS, TLR4-MyD88 BLA, APP transl inh, STAT1 activator, G6PDH CS, Hsp70 act
COc1cc(NC(=O)c2ncn[nH]2)cc(OC)c1OC
    2, 101, 2, -7, 1.1, 1, 2, 99, 7, -0.2
Cc1ccc(C(C)(C)C)c(OCCOCCN2CCCC2)c1
    2, 96, 4, 18, 0.8, -7, 6, 97, -2, -0.4
Cn1cc(C(=O)N2CCc3ccccc3C2)c(=O)c2cc(S(=O)(=O)N3CCCCC3)ccc21
    4, 104, -7, 12, 0.9, 8, -23, 106, -2, -0.1
CC(C)(C)C(=O)N1CCCC1C(=O)O (configuration not stated)
    13, 94, -1, 4, 1, 3, -9, 101, 6, -0.1
CCc1ccc2nc(N3CCN(C)CC3)c(C#N)cc2c1
    10, 97, -11, 5, 0.9, -4, -12, 110, 0, -0.3
O=C(Nc1nn[nH]n1)c1cccc([N+](=O)[O-])c1
    0, 102, -4, 0, 1, -9, -20, 104, 13, 0.0
CC(C)c1ccc(-c2csc(NC(=O)c3cccs3)c2C(=O)O)cc1
    8, 103, -25, 46, 0.5, 4, -8, 122, 0, 0.3
O=C(Nc1cccnc1)C1CC(c2ccc(Cl)c(Cl)c2)=NO1 (configuration not stated)
    8, 96, -5, 13, 0.9, -1, -7, 104, -20, -0.2
C/C(=N/NC(=O)c1sc(NS(=O)(=O)c2ccc(C)cc2)nc1C)c1sc(N)nc1C
    -2, 103, -2, 9, 0.9, 5, 21, 99, 13, -0.4
Cc1cc(NC(=O)c2noc3c2CCCCC3)no1
    16, 90, -24, 7, 0.9, -7, -31, 122, 10, -0.1
Cc1cccc(N2CCN(C(=O)C3CCN(S(=O)(=O)c4cccc5cccnc45)CC3)CC2C)c1 (configuration not stated)
    x, x, x, 16, 0.8, x, 14, x, 2, x

Further records follow.
smiles	STAT3 blocker	STAT3 act	STAT1 blocker	Diaph inh CS	Diaph act CS	TLR4-MyD88 BLA	APP transl inh	STAT1 activator	G6PDH CS	Hsp70 act
CCOC(=O)c1cnc(SCC(=O)Nc2ccccc2C(=O)OC)nc1N	13	91	0	16	0.8	-8	22	100	4	0.0
COc1ccc(-c2nc(=S)n3ccsc3n2)cc1OC	22	85	-13	4	1	10	3	110	-2	0.0
CC(=O)Nc1ccc(S(=O)(=O)NC2(C(F)(F)F)N=C(c3ccccc3)NC2=O)cc1 (configuration not stated)	8	101	0	2	1	-1	4	101	7	-0.1
Cc1nc(N2CCN(Cc3ccccc3)CC2)nc2c1CCC2	16	94	5	-2	1	-7	8	94	0	-0.3
CS(=O)(=O)N(CC(=O)NCc1ccccc1)C1CCCCC1	4	99	4	4	1	-4	-15	97	-1	-0.5
O=C(NCCN1CCCC1)c1ccc(Cn2c(=S)[nH]c3cc4c(cc3c2=O)OCO4)cc1	4	97	3	9	0.9	-12	-15	97	7	-0.3
COc1cccc(CNC(=O)C(=O)NCCc2ccc(OC)c(OC)c2)c1	-9	105	0	9	0.9	2	12	100	17	0.0
Cc1ccc(S(=O)(=O)N2CCN(Cc3ccccn3)CC2)cc1	7	96	-1	21	0.8	-6	9	102	6	-0.1
COCCn1c(SCC(=O)c2ccccc2)nc2c(c1=O)SC(C)C2 (configuration not stated)	14	91	6	23	0.8	3	-1	94	6	-0.1
CC1CCN(S(=O)(=O)c2ccc3c(c2)C(=NO)c2cc(S(=O)(=O)N4CCC(C)CC4)ccc2-3)CC1	-42	136*	10	1	1	-9	4	91	0	-0.4
Cc1ccc2c(c1)C(=O)C(=O)N2CCOc1ccccc1	9	95	-27	17	0.8	1	79*	123	11	-0.2
CN=Cc1sc2ccccc2c1O	-2	102	-1	9	0.9	-9	-31	101	2	0.7
S=C(Nc1ccc(Cl)cc1)NC1CC2CCCC(C1)N2C1CC1 (configuration not stated)	14	91	6	-5	1.1	4	-4	94	17	-0.1
COc1ccc([N+](=O)[O-])cc1NC(=O)C(C)Sc1ccccc1 (configuration not stated)	-4	104	-3	6	0.9	-7	1	103	5	-0.3
CC(C)(C)OC(=O)CC[C@@H](C(=O)N1CCN(C(=O)OC(C)(C)C)CC1)n1cc(C(Cc2ccc(O)cc2)NC(=O)OC(C)(C)C)nn1 (some centres not stated)	x	x	-6	27	0.7	2	-1	107	7	-0.4
CCCN(CCC)CC(=O)NCC1(c2ccccc2)CCOCC1	0	101	4	-1	1	0	5	96	2	-0.2
COC(=O)c1cc(C(C)=O)n2ccccc12	15	94	9	9	0.9	3	-7	92	-1	-0.1
CC(O)(CS(=O)(=O)Cc1ccccc1Cl)C(=O)Nc1cccc(C(F)(F)F)c1 (configuration not stated)	8	98	0	13	0.9	-12	6	100	4	0.0
CN=c1scc(-c2ccccc2F)n1/N=C/c1ccc[nH]1	110*	9	97*	27	0.7	0	55*	10	8	-0.4
Cc1cc(C)cc(NC(=O)CSc2nc3c(oc4ccccc43)c(=O)n2-c2ccccc2)c1	-4	106	-2	18	0.8	-12	-3	102	-48	0.0
C=CCn1c(CCSCc2ccccc2)n[nH]c1=S	16	89	5	18	0.8	-7	7	94	12	-0.2
CC(C)(C)n1nnnc1C(c1cccs1)N1CCN(Cc2ccccc2)CC1 (configuration not stated)	3	101	1	1	1	4	-10	99	4	0.3
CCn1c(=O)cc(OCC(=O)Nc2ccc(C)cn2)c2ccccc21	17	89	6	14	0.9	-11	-4	94	-2	-0.2
COc1ccc(-c2[nH]ncc2[C@@H]2C[C@H]3CN(Cc4ccccc4C)C(=O)[C@]34CCCN24)cc1	17	90	2	x	x	16	7	98	13	-0.1
CC(C)CNC(=O)NC(=O)COC(=O)C1CSC2(c3ccc(F)cc3)CCC(=O)N12 (configuration not stated)	0	102	-2	0	1	-7	17	100	13	-0.1
O=C(CN1CCCCC1)Nc1ccc(NC(=O)c2ccc(Cl)cc2)cc1Cl	27	83	12	4	1	14	14	89	0	0.1
COc1ccc2[nH]c(=O)c(CN(CCO)S(=O)(=O)c3ccc(C)cc3)cc2c1	8	97	0	-8	1.1	-6	-30	98	11	-0.1
CC1(C)Cc2c(C#N)c(N3CCCC3)nc(-c3ccco3)c2CO1	5	103	1	55*	0.5	-16	x	99	0	0.0
CCNC(=O)C(Cc1ccccc1)NC(=O)OCc1ccccc1 (configuration not stated)	7	96	5	x	x	-3	15	94	5	0.0
Nc1c(C(=O)c2ccc(Cl)cc2)sc2nc3c(cc12)CCC3	-5	105	-15	11	0.9	10	-135	113	-19	-0.1
Cc1ccc(-c2nnn(CC(=O)Nc3cccc4c3CCCC4)n2)o1	6	98	4	5	0.9	-4	15	96	7	-0.4
Cc1ccc(-n2c(Cc3cccn3C)nnc2SCC(=O)NC2CCCCC2)cc1	6	100	0	10	0.9	11	0	100	-1	-0.2
S=c1nc(-c2ccccc2)n(CCCn2ccnc2)c2c1CCCC2	-4	104	-9	11	0.9	-8	-14	109	-11	-0.3
COc1ccc(N2CCN(S(=O)(=O)c3cccc4cccnc34)CC2)cc1	-8	111	-1	28	0.7	-1	4	101	3	-0.2
